KCNK3 block – human KCNK3 channel inhibition, primary screen; CHO-KCNK3 thallium flux, FluxOR fluorescence; active compounds read low; hit rate 0.84% among 340,000; B-score at 10 µM;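 active means B-score under library mean minus 4 SD, starting fluorescence ratio at most library mean plus 5 SD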;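 further: more negative B-score means stronger inhibition of thallium flux through KCNK3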
Target sequence (O14649 whole entry, looked up): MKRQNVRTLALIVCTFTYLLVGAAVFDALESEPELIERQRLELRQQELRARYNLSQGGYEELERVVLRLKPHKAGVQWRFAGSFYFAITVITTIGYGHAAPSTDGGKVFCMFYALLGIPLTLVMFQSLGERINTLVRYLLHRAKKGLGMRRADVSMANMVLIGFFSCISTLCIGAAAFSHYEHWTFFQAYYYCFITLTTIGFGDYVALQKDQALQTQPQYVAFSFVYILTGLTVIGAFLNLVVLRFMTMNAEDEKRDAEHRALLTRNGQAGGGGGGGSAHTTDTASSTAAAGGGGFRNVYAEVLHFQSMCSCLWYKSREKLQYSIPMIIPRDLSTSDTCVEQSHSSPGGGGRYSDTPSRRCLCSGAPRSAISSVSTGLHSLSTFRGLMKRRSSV
TRPC4 potent – TRPC4 (mouse) allosteric potentiation; hit rate 0.42% among 310,000; B-score at 10 µM; HEK293 TRPC4beta/mu-opioid, DAMGO EC20, Fluo-4 Ca2+ flux; active compounds read high; Q9QUQ5;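 active means B-score of calcium response area above 5 SD of library B-scores, with initial fluorescence ratio within 5 SD of library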;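 further: B-score of integrated fluorescence ratio over time as area under calcium response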
hERG rescue – shields human hERG channel from block by proarrhythmic agents | hit rate 0.51% among 310,000 | Q12809 | AID 1511 | activation (rescue from dofetilide block), less the hit threshold, % at 10 µM | CHO-hERG, FluxOR thallium flux, dofetilide IC70 present;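 active means activation above the mean of controls blocked by dofetilide plus 5 SD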;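 further: thallium influx through hERG after potassium depolarization seen as dye fluorescence rise; in these data hits start at about 4.7%; inactives centre near -7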
ANO1 activ – activates or potentiates the mouse TMEM16A chloride channel | Q8BHY3 | HEK293 TMEM16A/YFP-H148Q/I152L, iodide quench fluorescence; active compounds read low | B-score at 10 µM | hit rate 0.3% among 340,000 | AID 623877;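 active means fluorescence-ratio B-score plate-corrected deviation score at least 3 library SD below zero, with starting fluorescence score within 5 deviations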;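 further: channel opened by trigger with iodide after compound preincubation; score built on the fluorescence ratio of max minus min over baseline; more negative score means more quench and so TMEM16A activation or potentiation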
KCNK9 block – blocks the human KCNK9 two-pore domain potassium channel. B-score at 10 µM. hit rate 1.2% among 310,000. AID 488922. HEK293 KCNK9, FluxOR thallium flux fluorescence; active compounds read low. Q9NPC2;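 active means ratio B-score over 3 SD below the library mean, with starting fluorescence within 5 SD of its mean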;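 further: negative B-score means less thallium flux so channel inhibition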
Target sequence (Q9NPC2 whole entry, looked up, the tested form may be a part): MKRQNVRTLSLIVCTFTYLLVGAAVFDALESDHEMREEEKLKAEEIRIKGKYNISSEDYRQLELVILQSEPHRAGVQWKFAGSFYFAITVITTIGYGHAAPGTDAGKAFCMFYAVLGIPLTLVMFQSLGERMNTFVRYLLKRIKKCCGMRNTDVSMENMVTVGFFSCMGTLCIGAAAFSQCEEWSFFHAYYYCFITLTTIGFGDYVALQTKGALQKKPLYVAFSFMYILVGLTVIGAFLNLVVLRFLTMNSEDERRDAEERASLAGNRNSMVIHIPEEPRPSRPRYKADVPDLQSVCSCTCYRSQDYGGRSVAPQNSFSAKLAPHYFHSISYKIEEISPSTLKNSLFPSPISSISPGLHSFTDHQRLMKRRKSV
TMEM16A inh – inhibitors of mouse TMEM16A calcium-activated chloride channel; AID 588511; HEK293 TMEM16A/YFP iodide influx fluorescence, ionomycin; hit rate 1.2% among 310,000; Q8BHY3; normalized B-score (activity score, 25-100; higher = stronger inhibition) at 10 µM;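 active means ratio plate-corrected score three or more library SD toward inhibition, starting fluorescence score within five deviations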;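 further: score derived from kinetic fluorescence span divided by baseline fluorescence per well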
Dyrk1A ADPGlo – inhibitors of rat Dyrk1A kinase. Q63470. ADP-Glo luminescence, NFATc1 peptide. inhibition, % at 12.5 µM. hit rate 0.43% among 310,000. AID 504441; in the data active means inhibition above about 50%;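 further: plate controls were vehicle with enzyme for no effect and no enzyme for full effect; many of its hits are not listed in these tables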
TRPC4 agonist – activators of mouse TRPC4 channel; HEK293 TRPC4beta/mu-opioid, Fluo4 calcium fluorescence; active compounds read high; B-score at 10 µM; hit rate 0.49% among 310,000; AID 2237;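 active means B-score above 5 SD of library B-scores, and initial fluorescence ratio not above library mean plus 5 SD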;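 further: positive B-score marks a calcium rise read as TRPC4 activation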
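Material: TRPC4beta and mu-opioid receptor HEK293 stable cells | Incubation: 45 min room-temperature Fluo4 loading, 110 s read | Detection: Kinetic Fluo4 calcium fluorescence | Measure: Integrated baseline-normalised fluorescence ratio, converted to per-well B score | Benchmarks: Low control buffer alone, high control maximal DAMGO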
KCNQ1 inh – human KCNQ1 channel inhibition | P51787 | CHO-K1 KCNQ1, FluxOR thallium flux fluorescence; active compounds read high | B-score at 10 µM | hit rate 1.3% among 310,000;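 active means compounds whose thallium flux B-score, printed positive for inhibition, exceeds three library SD while starting fluorescence stays within three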;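 further: channel opened by potassium depolarization with thallium stimulus after 20 min compound exposure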
KCNQ1 pot – potentiates or activates the human KCNQ1 potassium channel; hit rate 0.35% among 310,000; B-score at 10 µM; CHO-K1 KCNQ1, thallium flux FluxOR fluorescence; active compounds read high;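 active means fluorescence ratio B-score, a plate-corrected score, at least three library SD, with initial intensity B-score within 5 SD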
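Medium – assay buffer, equal DMSO in all wells · Material – CHO-K1 cell line with stable KCNQ1 potassium channel expression · Signal – kinetic FluxOR thallium fluorescence, 10-s 1-Hz baseline, 110-s post-stimulus read · Compound – single concentration per compound, DMSO matched to controls · Schedule – 37 °C overnight plating, 90-min dark dye load, 20-min compound pretreatment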
HDAC3 inh – blocks human histone deacetylase 3 | O15379 | recombinant HDAC3, fluorogenic peptide/trypsin coupled, fluorescence | inhibition, % at 8.3 µM | hit rate 0.15% among 320,000 | AID 2718; in the data active means inhibition above about 26%, passing the limit was not always enough
Starred values were filed as active, the others as inactive; i = inactive; / = no result given. Only part of the results is shown; count on the stated rates, not on these rows.

SMILES | KCNK3 block | TRPC4 potent | hERG rescue | ANO1 activ | KCNK9 block | TMEM16A inh | Dyrk1A ADPGlo | TRPC4 agonist | KCNQ1 inh | KCNQ1 pot | HDAC3 inh
COC(=O)c1cc(NC(=O)CC2NC3CCCCC3NC2=O)cc(C(=O)OC)c1 (stereo not given) | i | i | -8 | i | i | i | 1 | i | i | i | -4
Cc1ccc(N(C)S(=O)(=O)c2c(C)[nH]c(C)c2C(=O)N2CCCC2)cc1 | i | i | -11 | i | i | i | -2 | i | i | i | -1
CCOC(=O)c1sc(N2C(=O)C(O)=C(C(=O)c3ccc(C)o3)C2c2ccc(OC)c(OC)c2)nc1C (stereo not given) | i | i | -13 | i | i | i | -3 | i | i | i | 5
COCCCN1C(=O)C(=O)/C(=C(/O)c2ccc(S(=O)(=O)N3CCOCC3)cc2)C1c1ccc(Cl)cc1 (stereo not given) | i | i | -5 | i | i | i | -4 | i | i | i | -2
COc1ccc(S(=O)(=O)N2CCC(C(=O)NCCc3c[nH]c4ccccc34)CC2)cc1 | i | i | -9 | i | i | i | / | i | i | i | 0
CCOC(=O)C(NS(=O)(=O)c1ccccc1)(C(F)(F)F)P(=O)(OCC(C)C)OCC(C)C (stereo not given) | i | i | -5 | i | i | i | -3 | i | i | i | -23
O=C(COc1ccc(S(=O)(=O)N2CCCC2)cc1Cl)NCc1cccnc1 | i | i | -4 | i | i | i | 2 | i | i | i | -2
Cc1ccc(-n2c(O)c(C=NCc3ccccn3)c3ccccc3c2=O)cc1 | i | i | -5 | i | i | i | 9 | i | i | i | 2
Cc1cccn2c(CN(C)C3CCCc4ccccc43)c(C(=O)N3CCOCC3)nc12 (stereo not given) | i | i | -10 | i | i | i | 0 | i | i | i | -4
Cc1nn(C)c(C)c1S(=O)(=O)N(CC(=O)NCCCOC(C)C)c1ccc(C(C)C)cc1 | i | i | -8 | i | i | i | 1 | i | i | i | -2
COc1ccccc1-c1ccc(=O)n(CC(=O)NC(C)(C)C)n1 | i | i | -8 | i | i | i | 4 | i | i | i | 1
CC1(C)CC2CC(C)(CN2C(=O)C23CCC(C)(C(=O)C2)C3(C)C)C1 (stereo not given) | i | i | -12 | i | i | i | / | i | i | i | -5
COc1ccc(C(CNC(=O)c2ccc(NS(=O)(=O)c3ccc(F)cc3)cc2)N2CCOCC2)cc1 (stereo not given) | i | i | -3 | i | i | i | 3 | i | i | i | 2
Cc1ccc(C)c(N2CCN(CCCNC(=O)Cn3cccc3C(=O)c3ccccc3C)CC2)c1 | i | i | -27 | i | i | i | 1 | i | i | i | 4
C=CCn1c(SCC(=O)c2c(N)n(C)c(=O)n(C)c2=O)nc2sc(CC)cc2c1=O | i | i | -1 | i | i | i | 9 | i | i | i | 5
CCN1CCN(c2ncnc3c2c(-c2ccccc2)cn3-c2ccc(F)cc2)CC1 | i | i | -15 | i | i | i | -4 | i | i | i | -2
Cc1cc(-c2ccc(Cl)cc2)c(C#N)c(N)n1 | i | i | 3 | i | i | i | 4 | i | i | i | -3
Nc1ccc(NC(=O)c2cccs2)cc1 | i | i | -19 | i | i | i | -3 | i | i | i | 3
Cc1cc(C)c(C(=O)Nc2ccc(S(=O)(=O)Nc3ccccn3)cc2)c(C)c1 | i | i | -1 | i | i | i | -1 | i | i | i | 0
CSCC[C@H](NC(=O)N1CCn2c1nc1ccccc12)C(=O)N[C@@H](C(=O)O)c1ccccc1 | i | i | -4 | i | i | i | -1 | i | i | i | 0
O=C(NN1C(=O)C2C3c4ccccc4C(c4ccccc43)C2C1=O)C1CC1 (stereo not given) | i | i | -6 | i | i | i | -2 | i | i | i | 1
CC1(c2ccccc2)CC(C)(C)n2c(O)c(C3=NC(=S)NC3=O)c3cccc1c32 (stereo not given) | i | i | -8 | i | i | i | 17 | i | i | i | -2
O=C(/C=C/c1ccc([N+](=O)[O-])o1)NNC(=O)c1ccc(F)cc1 | i | i | -7 | i | i | i | -8 | i | i | i | 4
N/C(=N\OC(=O)CSc1ccccc1)c1cccc([N+](=O)[O-])c1 | i | i | -8 | i | i | i | 2 | i | i | i | 0
Cc1c(C)n(CC(O)CN2CCCCCC2)c2ccccc12 (stereo not given) | i | i | -5 | i | i | i | 3 | i | i | i | -9
COc1cc(NC(=O)CCc2nc(-c3cccs3)no2)cc(OC)c1OC | i | i | -5 | i | i | i | -3 | i | i | i | /
Nc1cc(=O)[nH]c(SC/C=C/c2ccccc2)n1 | i | i | -13 | i | i | i | 1 | i | i | i | -2
O=C(COc1ccc2ccccc2c1)Nc1cccc2c1C(=O)NC2=O | / | i | -12 | / | i | i | / | i | i | i | 3
COCc1[nH]nc2c1C(c1ccsc1)C(C#N)=C(N)O2 (stereo not given) | i | i | -14 | i | i | i | 4 | i | i | i | 6
O=C(c1cccc([N+](=O)[O-])c1)c1ccc2[nH]c(=O)[nH]c2c1 | i | i | -10 | i | i | i | 1 | i | i | i | 6
Oc1ccc(Br)cc1CNn1cnnc1 | i | i | 0 | i | i | i | 3 | i | i | i | -7
CCN(c1ccccc1)S(=O)(=O)c1ccc(Cl)c(C(=O)OCC(=O)NC(=O)C(C)C)c1 | i | i | -24 | i | i | i | -1 | i | i | i | 1
O=C(Nc1sc2c(c1C(=O)O)CCCC2)c1cccc(Cl)c1 | i | i | -5 | i | i | i | 3 | i | i | i | 2
COc1ccc([C@H]2/C=C\CN(S(=O)(=O)/C=C/c3ccccc3)[C@@H](C)C(=O)N2Cc2ccc(F)cc2)cc1 | i | i | -6 | i | i | i | 7 | i | i | i | 2
Cc1cc(S(=O)(=O)N2CCOCC2)ccc1OCC(=O)Nc1ccc(F)cc1 | i | i | -6 | i | i | i | 1 | i | i | i | -3
Cn1cc(CN2CCCC(CO)(Cc3cccc(Cl)c3)C2)cn1 (stereo not given) | i | i | -14 | i | i | i | 0 | i | i | i | /
CC(=O)c1ccc(NC(=O)CN2C(=O)COc3ccc(Cl)cc32)cc1 | i | i | -8 | i | i | i | -3 | i | i | i | 5
COc1ccccc1OCC(=O)Nc1ccc(S(=O)(=O)N(C)c2ccccc2)cc1 | i | i | -6 | i | i | i | 2 | i | i | i | -1
S=C(NC1CCCCC1)N(CCc1nc2ccccc2[nH]1)C1CCCC1 | -10* | i | -14 | i | i | i | -6 | i | i | i | 0
O=C(Cc1ccccc1)N/N=C/c1cc(Br)c(Br)o1 | i | i | -8 | i | i | i | 4 | i | i | i | 1
Cc1ccc(N2CC(C(=O)Nc3ccc(N(C)C)cc3)CC2=O)cc1C (stereo not given) | i | i | -11 | i | i | i | / | i | i | i | -1
COc1ccccc1CC(Cc1nc2ccccc2[nH]1)c1nc2ccccc2[nH]1 (stereo not given) | i | i | -18 | i | i | i | 0 | i | 8* | i | -11
Cn1cc(/C=N\NC(=O)C2COc3ccccc3O2)c2ccccc21 (stereo not given) | / | i | -4 | / | i | i | / | i | i | i | 4
CSc1ncccc1C(=O)Nc1ccc(S(=O)(=O)NC2=NCCCCC2)cc1 | i | i | -18 | i | i | i | -5 | i | i | i | 1
Cn1c(=O)[nH]c(=O)c2c1nc(N1CCCCC1)n2CCSc1ncccn1 | i | / | / | i | / | i | 0 | / | / | / | 0
COc1ccc(CCC(=O)OCC(=O)Nc2ccccc2)cc1 | i | i | -9 | i | i | i | 13 | i | i | i | 1
COc1cc2c(cc1OC)C(C)N(S(=O)(=O)c1cn(C)c(C)n1)CC2 (stereo not given) | i | i | -12 | i | i | i | / | i | i | i | -1
COc1ccc(Cn2c(=S)[nH]c3cc(OC)c(OC)cc3c2=O)cc1 | i | i | -4 | i | i | i | / | i | i | i | -2
CCOc1ccc(-c2n[nH]c(C)c2Oc2ccc(OC)cc2)c(O)c1 | i | i | -3 | i | i | i | 4 | i | i | i | 5
Cc1ccc(C)c(NC(=O)Cn2nc(C(F)(F)F)cc2C2CC2)c1 | i | i | -6 | i | i | i | 1 | i | i | i | 0

A different layout for part of the listing above.
Second line of a record – KCNK3 block | TRPC4 potent | hERG rescue | ANO1 activ | KCNK9 block | TMEM16A inh | Dyrk1A ADPGlo | TRPC4 agonist | KCNQ1 inh | KCNQ1 pot | HDAC3 inh
CCOc1ccc(-c2n[nH]c(C)c2Oc2ccc(OC)cc2)c(O)c1
  i | i | -3 | i | i | i | 4 | i | i | i | 5
Cc1ccc(C)c(NC(=O)Cn2nc(C(F)(F)F)cc2C2CC2)c1
  i | i | -6 | i | i | i | 1 | i | i | i | 0

More entries
SMILES | KCNK3 block | TRPC4 potent | hERG rescue | ANO1 activ | KCNK9 block | TMEM16A inh | Dyrk1A ADPGlo | TRPC4 agonist | KCNQ1 inh | KCNQ1 pot | HDAC3 inh
COCCNC(=O)C(c1ccc(O)cc1)N(Cc1ccccc1)C(=O)CCC(=O)Nc1ccccn1 (stereo not given) | i | i | -5 | i | i | i | -3 | i | i | i | -4
Cc1ncc2c(c1OC(=O)c1ccc([N+](=O)[O-])cc1)COC(C)(C)OC2 | i | i | -6 | i | i | i | 21 | i | i | i | -2
Cc1ccc(SCc2[nH]nc3c2C(c2ccco2)C(C#N)=C(N)O3)cc1 (stereo not given) | i | i | -4 | i | i | i | 0 | i | i | i | -1
COC(=O)C1=C(C)N(C)C(C)=C(C(=O)OC)C1c1ccccn1 | i | i | -3 | i | i | i | -1 | i | i | i | 2
C=CCN1C(=O)C(Cc2ccccc2)SC1=Nc1ccc(C(=O)O)cc1 (stereo not given) | i | i | -9 | i | i | i | 3 | i | i | i | 1
CCOc1ccc(NC(=O)CC2C(=O)N(c3ccc(OC)cc3)C(=O)N2CCc2cccs2)cc1 (stereo not given) | i | i | -7 | i | i | i | -2 | i | i | i | 7
CN(C)c1ccc(C(CNC(=O)c2ccc(F)cc2)c2c[nH]c3ccccc23)cc1 (stereo not given) | i | i | -2 | i | -13* | i | -2 | i | i | i | 4
Cc1ccc2[nH]c(=O)c(-c3nc4ccccn4c3NCc3ccco3)cc2c1 | i | i | -12 | i | i | i | 6 | i | i | i | 7
CCCCc1cc(=O)oc2cc(OC3CCCCC3=O)ccc12 (stereo not given) | i | i | -4 | i | i | i | 3 | i | i | i | 5
O=C(/C=C/c1ccc(Br)cc1)c1ccco1 | i | i | -10 | i | i | i | 5 | i | i | i | /
CCn1c(SCC(=O)N(C)CC(=O)Nc2ccc(F)c(F)c2F)nnc1-c1ccco1 | i | i | -12 | i | i | i | -8 | i | i | i | 3
O=C(CCC(=O)N1CCCC1)Nc1ccc(Cl)c(Cl)c1 | i | i | -15 | i | i | i | 5 | i | i | i | -1
